NPSR antagonist = qHTS Assay for Antagonists of the Neuropeptide S Receptor: cAMP Signal Transduction. Q6W5P4. CHO-NPSR cells, cAMP TR-FRET, antagonist mode. Potency, µM (titrated, usually from 38.3 µM), without a hit: at the highest dose activity change, negative = inhibition, actives largely listed as inhibitors. 220,000 compounds, 1% hits; note: potency is the fitted concentration of half-maximal effect; % is set by controls: 0 for no effect and ±100 for the full control effect; nearly all actives have a fitted effect of over 50% in size; many of its hits are not listed in these tables
IMPase Li cell = qHTS Assay for Identifying the Cell-Membrane Permeable IMPase Inhibitors: Potentiation with Lithium | CHO-M1 cells, IP1 TR-FRET (IP-One), carbachol + lithium | 210,000 compounds, 0.35% hits | AID 1457, 2008 | Potency, µM (series often up to 59.4 µM), for the others: at the highest dose activity, negative = IMPase inhibition, actives largely listed as inhibitors;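 note: IP1 builds up when IMPase is blocked and the TR-FRET signal falls; potency is the fitted concentration of half-maximal effect; plate controls were basal vehicle for no effect and high inhibitor control for full effect; nearly all actives have a fitted effect of over 50% in size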
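CHO-M1, 2000 cells/well, 16–30 h culture; cpd + low Li+, 30 min 37C; lysis with d2-IP1/Eu-anti-IP1 Ab, 10 min RT; TR-FRET 665/620 ratio and 620 channel; AC50 via Hill.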
Epigenetic derep = Quantitative High-Throughput Screen for Regulators of Epigenetic Control; murine LDR cells, GFP reporter derepression, 30 h; Potency, µM (titrated, usually from 53.9 µM), for inactives: top-dose GFP activation, most hits filed as activators; 280,000 compounds, 0.2% hits; note: potency is the fitted concentration of half-maximal effect; % of control where 0% means no effect; nearly all actives have a fitted effect of over 60% in size
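Murine LDR cells bearing a silenced CMV-driven GFP reporter were exposed to compound for 30 h at 37 C. After PBS washes, GFP-positive cells (20-120 um objects) counted by laser-scanning microplate cytometry.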
LMNA splice mod = qHTS Assay for Modulators of Lamin A Splicing; Potency, µM (top dose mostly 46.1 µM), for the others: top-dose ratio change, negative = inhibition, most hits filed as inhibitors; HeLa LMNA splicing GFP/RFP minigene ratio, 48 h; 200,000 compounds, 0.01% hits; AID 1487, 2009; active = well fitted inhibition curve with a large enough effect in the signal ratio, with a control signal flat, not every such curve was filed as active; inconclusive = small, poorly fitted or top-dose-only effect, or effect the other way, or a change in a side signal; the % refers to the signal ratio; note: potency is the fitted concentration of half-maximal effect; % is set by controls: 0 for no effect and ±100 for the full control effect
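S3 HeLa stable clones carrying a lamin A-EGFP splicing minigene plus DsRed2 were seeded at 600 cells/well in Opti-MEM with 2% FBS, pin-dosed and incubated 48 h at 37°C. Acumen cytometry (488 nm) gave the GFP/RFP total-intensity ratio.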
Luc counter = Counterscreen for Luciferase (Kinase-Glo TM) Inhibition | Potency, µM (titrated, usually from 38.3 µM), inactives show top-dose activity change, negative = inhibition, most hits filed as inhibitors | Luciferin 4-monooxygenase (Photuris pensylvanica), Q27757 | 200,000 compounds, 0.28% hits | AID 1379, 2008 | Kinase-Glo luciferase, ATP luminescence, 8 min; note: potency is the fitted concentration of half-maximal effect; % is set by controls: 0 for no effect and ±100 for the full control effect; nearly all actives have a fitted effect of over 60% in size
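Kinase-Glo luciferase light output from ATP and luciferin was measured with 10 uM ATP, within the enzyme's linear range. Buffer: 50 mM imidazole pH 7.2, 50 mM KCl, 7 mM MgCl2, 0.01% Tween 20, 0.05% BSA; luminescence read after 8 min at ambient temperature.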
GLA spleen mod = qHTS Assay for Inhibitors and Activators of Human alpha-Galactosidase From Spleen Homogenate | Alpha-galactosidase A (Homo sapiens), P06280 | Potency, µM (highest dose often 80 µM), for inactives: top-dose activity change, negative = inhibition, actives largely listed as inhibitors | 240,000 compounds, 0.008% hits | human spleen homogenate, 4MU-alpha-Gal fluorescence, 40 min;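 note: potency is the fitted concentration of half-maximal effect; 0% = enzyme with vehicle and -100% = no enzyme basal signal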
Target sequence (P06280 32-429 limits assumed): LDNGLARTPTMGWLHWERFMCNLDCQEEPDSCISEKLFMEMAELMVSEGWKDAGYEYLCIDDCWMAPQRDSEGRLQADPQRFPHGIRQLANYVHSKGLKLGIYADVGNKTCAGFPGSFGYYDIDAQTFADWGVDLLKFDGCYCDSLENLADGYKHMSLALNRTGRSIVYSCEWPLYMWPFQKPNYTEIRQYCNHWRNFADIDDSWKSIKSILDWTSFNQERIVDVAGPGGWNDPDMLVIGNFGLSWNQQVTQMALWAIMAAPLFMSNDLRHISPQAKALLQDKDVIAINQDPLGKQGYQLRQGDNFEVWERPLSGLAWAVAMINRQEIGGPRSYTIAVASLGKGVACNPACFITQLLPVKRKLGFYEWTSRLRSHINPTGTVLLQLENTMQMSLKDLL
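qHTS titration in buffer at pH 5.0. Alpha-galactosidase activity in spleen homogenate was measured via 4-methylumbelliferone release from 1 mM fluorogenic substrate after 40 min at 37C and a pH 10 stop. AC50 came from Hill fits of control-normalized data.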
CBFb RUNX1 block = qHTS Assay for Compounds Blocking the Interaction Between CBF-beta and RUNX1 for the Treatment of Acute Myeloid Leukemia. Potency, µM (top dose mostly 59.8 µM), for the others: at the highest dose activity, negative = inhibition, hits mostly inhibitors. AID 1477, 2009. Runt-related transcription factor 1 (Homo sapiens) + Core-binding factor subunit beta …. 230,000 tested, under 10 active. AlphaScreen CBFb-His/RUNX1-biotin binding, biochemical; note: % of control where 0% means no effect
Target sequence (Q01196 whole entry, looked up): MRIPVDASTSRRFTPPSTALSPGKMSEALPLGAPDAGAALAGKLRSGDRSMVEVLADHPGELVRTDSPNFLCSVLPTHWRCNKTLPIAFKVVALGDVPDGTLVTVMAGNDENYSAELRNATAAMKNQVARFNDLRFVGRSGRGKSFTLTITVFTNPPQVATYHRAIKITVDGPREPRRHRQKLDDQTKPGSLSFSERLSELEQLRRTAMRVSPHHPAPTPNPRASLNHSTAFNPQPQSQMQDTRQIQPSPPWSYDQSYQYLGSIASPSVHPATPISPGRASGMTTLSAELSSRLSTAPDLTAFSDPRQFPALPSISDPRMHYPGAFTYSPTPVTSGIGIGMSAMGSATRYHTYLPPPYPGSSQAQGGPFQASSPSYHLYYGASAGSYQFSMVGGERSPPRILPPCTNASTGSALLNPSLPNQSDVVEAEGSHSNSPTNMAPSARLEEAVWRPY
Target sequence (Q13951 whole entry, looked up): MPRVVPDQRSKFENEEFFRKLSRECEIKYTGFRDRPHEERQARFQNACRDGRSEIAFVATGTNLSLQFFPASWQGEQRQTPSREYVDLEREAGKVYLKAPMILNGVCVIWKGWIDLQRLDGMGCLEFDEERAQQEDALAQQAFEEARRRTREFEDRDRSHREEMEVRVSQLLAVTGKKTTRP
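AlphaScreen binding: CBFb-His and RUNX1-biotin (30 nM each) preincubated 20 min, compound added for 15 min, then nickel and streptavidin beads for 90 min, all at room temperature. Disruption of the interaction by any mechanism counts as activity.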
Active calls of the source: *; ? = inconclusive; . = not tested or not shown; [ ] = dose if it differs, or a comment. Unless noted, calls come from the whole dose curve; as a rule, active = well fitted curve in the direction sought with a large enough effect; inconclusive = small, poorly fitted or top-dose-only effect, or another doubt; inactive = no such curve, though single readings can be large; an effect the other way counts as inactive or inconclusive. Not all compounds are listed; count on the stated rates, not on these rows.

SMILES | NPSR antagonist | IMPase Li cell | Epigenetic derep | LMNA splice mod | Luc counter | GLA spleen mod | CBFb RUNX1 block
CCOc1ccc(CNc2ccc(CNc3ncn[nH]3)cc2)cc1 | 6.1% | 9.2% | -0.2% | . | -0.1% | 0.6% | 0.0%
CCN(CC)S(=O)(=O)c1cccc(C(=O)Nc2ccccc2C(=O)N2CCOCC2)c1 | -2.9%[46.1 µM] | 19.9%[38.3 µM] | 1.2% | -8.0% | 2.1% | 5.3% | -3.4%
COC(=O)NC(CC(C)=O)c1cccc(C(F)(F)F)c1 (stereo not given) | . | . | 2.3%[10.1 µM] | . | . | 1.3%[17.5 µM] | -1.9%[13.1 µM]
COc1cccc(C2/C(=C(/O)c3ccccc3)C(=O)C(=O)N2Cc2ccco2)c1 (stereo not given) | 21.0% | . | 1.1% | . | . | -0.2% | -4.1%
Cc1cc(Oc2ccc3ccccc3c2)nc(SCC(=O)c2ccccc2)n1 | -19.7% | 9.8% | 2.8% | ? | 0.2% | 3.3% | -9.6%
COc1ccccc1-c1ccc2ncnc(N(C)Cc3ccco3)c2c1 | . | 23.1% | . | ? | . | 6.0% | .
O=c1cc(N2CCCC2)[nH]c(=O)n1-c1ccc(Cl)cc1 | 1.5% | 7.1% | -1.0% | -7.5% | 2.2% | -7.0% | -1.0%
COC(=O)c1cccc(S(=O)(=O)N(Cc2ccco2)Cc2cc3cc(OC)c(OC)cc3[nH]c2=O)c1 | -13.7%[46.1 µM] | ? | 1.4% | -3.5% | 0.2% | 6.6% | -4.3%
COc1ccc(-n2nc3c(c2NC(=O)C2CC2)CS(=O)C3)cc1 (stereo not given) | 19.9%[46.1 µM] | 0.5%[38.3 µM] | 0.7% | 4.2% | -0.3% | 6.9% | 9.1%
O=C(Nc1ccccc1-c1ccccc1NC(=O)c1ccco1)c1ccco1 | -10.5%[46.1 µM] | 4.3% | 2.6% | -9.1% | 1.1% | -6.1% | 10.6%
Cc1c(CCOC(=O)C2C3CC4CC(C3)CC2C4)sc[n+]1CC(=O)c1ccc(Br)cc1 (stereo not given) | -17.4%[46.1 µM] | 25.5%[38.3 µM] | -1.2% | 12.9% | 6.7% | 4.9% | -5.3%
CCn1ncc([C@@H]2C[C@H]3CN(Cc4ccccc4C)C(=O)[C@]34CCCN24)c1C | 3.6% | 9.9% | 1.0% | 9.1%[46 µM] | 2.9% | 0.8% | 7.4%
Cc1cc(C)c(-n2c(SCCS(=O)(=O)c3ccc(F)cc3)n[nH]c2=O)c(C)c1 | -17.1% | . | -0.2% | . | . | 4.2% | 6.8%
CCOc1cc(C(=O)Nc2cc(C)ccn2)cc(OCC)c1OCC | -3.1%[46.1 µM] | 6.0%[38.3 µM] | 0.0% | ? | -2.0% | 6.5% | 5.4%
CCOc1cc(C(=O)Nc2cc(C)ccc2C)ccc1OCC(=O)N1CCCCC1 | 1.8% | 0.4% | 0.0% | -3.8% | -0.9% | 4.4% | -2.3%

Given with two lines to a compound: part of the list above
Values run as follows: NPSR antagonist	IMPase Li cell	Epigenetic derep	LMNA splice mod	Luc counter	GLA spleen mod	CBFb RUNX1 block
Cc1cc(Oc2ccc3ccccc3c2)nc(SCC(=O)c2ccccc2)n1
→ -19.7%	9.8%	2.8%	?	0.2%	3.3%	-9.6%
COc1ccccc1-c1ccc2ncnc(N(C)Cc3ccco3)c2c1
→ .	23.1%	.	?	.	6.0%	.
O=c1cc(N2CCCC2)[nH]c(=O)n1-c1ccc(Cl)cc1
→ 1.5%	7.1%	-1.0%	-7.5%	2.2%	-7.0%	-1.0%
COC(=O)c1cccc(S(=O)(=O)N(Cc2ccco2)Cc2cc3cc(OC)c(OC)cc3[nH]c2=O)c1
→ -13.7%[46.1 µM]	?	1.4%	-3.5%	0.2%	6.6%	-4.3%

Further results:
SMILES | NPSR antagonist | IMPase Li cell | Epigenetic derep | LMNA splice mod | Luc counter | GLA spleen mod | CBFb RUNX1 block
Cc1ccc(C)c2[nH]c(=O)c(C(c3nnnn3C(C)(C)C)N3CC=C(c4ccc(F)cc4)CC3)cc12 (stereo not given) | 1.7% | -3.0% | -0.1% | -10.8% | -2.1% | -5.8% | 4.7%
CNC(=O)CSc1nnc(CCc2ccccc2)n1-c1ccccc1 | -10.1%[46.1 µM] | 20.8%[38.3 µM] | -1.0% | -3.7% | -0.7% | 8.6% | 8.9%
CC1CCOC2(O1)C(=O)Nc1ccccc12 (stereo not given) | 19.5% | 0.5% | -0.3% | . | 1.8% | 1.2% | 8.9%
O=C(CNc1cccc2ccccc12)N/N=C/c1ccc[nH]1 | 10.6% | . | 0.5% | . | . | -2.4% | -20.4%
CCc1nc(N)c(C#N)c(-c2cccc3ccccc23)c1C | 27.7%[46.1 µM] | 5.8% | -0.8% | -3.5% | -1.8% | 7.0% | -5.4%
CN(CC(=O)N1CCN(c2ccccc2)CC1)S(=O)(=O)c1cccs1 | -2.5% | 4.3% | -6.9% | 7.5%[46 µM] | 1.2% | 2.1% | -7.9%
CCOC(=O)CNC(c1ccccc1)c1cc(Br)ccc1NC(=O)CCN1CCOCC1 (stereo not given) | 9.0% | 15.5% | 1.5% | ? | 0.2% | ? | -22.9%
c1ccc2c(c1)nnn2-c1ncnc2sccc12 | 21.6% | -24.9% | -1.3% | ? | -11.5% | -1.3% | 2.3%
CCn1nc(C(=O)Nc2nc3ccccc3[nH]2)c2ccccc2c1=O | 6.4% | 0.8% | 0.1% | ? | 0.2% | 4.3% | -2.9%
COc1cc(C2C(C(=O)OC(C)C)=C(C)Nc3[nH]c(=O)[nH]c(=O)c32)ccc1O (stereo not given) | 0.6%[46.1 µM] | -2.7%[38.3 µM] | -0.9% | 2.6% | 1.8% | 0.1% | 4.1%
Cc1ccc2c(C(=O)CSc3ccccc3)c(C)[nH]c2c1 | -12.3% | -0.2% | 3.0% | -11.8% | 2.5% | -1.7% | 4.2%
O=C(c1ccco1)N1CCN(C(=O)C2CCCc3c2[nH]c2ccc(Cl)cc32)CC1 (stereo not given) | -1.1%[46.1 µM] | 11.2%[38.3 µM] | -1.0% | ? | -2.9% | 7.1% | -8.4%
COc1ccc2nc(C)cc(SCC(=O)N3CCCCC3)c2c1 | -32.4% | 11.4% | 1.3% | -24.4%[46 µM] | 1.3% | 3.6% | 0.7%
OCCNCC1(O)C2CC3CC(C2)CC1C3 (stereo not given) | 5.9%[46.1 µM] | -5.4%[38.3 µM] | -2.2% | 6.3% | -0.9% | 1.0% | -1.0%
Nc1nnn(CC(=O)N/N=C/c2ccccc2)n1 | 26.1% | . | -3.1% | . | . | -19.6% | -2.4%
CN1C(C(=O)NCc2ccccc2)CC2Cn3c(nc4ccccc43)C21 (stereo not given) | 13.4% | . | 3.2% | . | . | 2.8% | 17.8%
CC(C)(C)NCC(O)Cn1cc(C=O)c2ccccc21 (stereo not given) | 4.7% | 11.4% | -1.5% | -4.7%[46 µM] | 1.1% | 2.1% | 8.5%
O=C(c1cccc(NS(=O)(=O)c2cccc([N+](=O)[O-])c2)c1)N1CCOCC1 | -10.7% | 0.2% | 0.9% | -14.2%[46 µM] | 1.3% | 2.6% | 11.6%
CCOC(=O)c1c(C)[nH]c(C=O)c1Cc1cccc(Cl)c1 | -28.9% | 15.9% | -2.8% | ? | -1.1% | -27.8% | -20.7%
c1nc(NC2CCCCCC2)c2[nH]cnc2n1 | 6.5% | 1.2% | -1.0% | ? | 5.2% | -4.2% | 12.8%
CN1CCN(CC(=O)O)CC1 | -17.4%[46.1 µM] | 21.8%[38.3 µM] | -0.3% | 6.8% | -3.6% | -5.7% | 1.3%
COc1ccccc1C(=O)N1CCN(c2ccccn2)CC1 | -3.5%[46.1 µM] | -20.9%[38.3 µM] | -1.3% | -1.5% | -7.0% | -1.5% | 1.1%
CC(=O)[C@@H]1[C@@H](C)N(Cc2ccccc2)C(=O)N[C@H]1c1cccc(C(F)(F)F)c1 | 9.0% | 3.8% | 3.8% | -6.9%[9.22 µM] | -5.5%[7.66 µM] | -2.2%[17.5 µM] | -2.4%[13.1 µM]
COCCn1c(-c2ccc(Cl)cc2)nc2c(c(=O)c3ccccc3n2C)c1=O | -6.9% | 6.0% | -1.0% | -10.3% | -0.4% | 2.2% | 1.0%
Cn1c(=O)n(C)c2cc(S(=O)(=O)Nc3ccccc3O)ccc21 | -10.9%[46.1 µM] | 30.9%[38.3 µM] | -1.0% | 13.2% | -4.2% | -4.0% | 0.7%
CCOc1ccccc1NC(=O)CN1C(=O)C(C)SC(C)C1=O (stereo not given) | 6.9% | -12.2% | -0.1% | 18.5%[9.22 µM] | -0.2% | 9.7% | 6.4%
Cc1ccc(N(C(=O)C2COc3ccccc3O2)C(C(=O)NC2CCCCC2)c2cn(C)nc2C)cc1 (stereo not given) | -22.6% | 22.0% | -3.2% | -6.8% | 3.1% | 4.1% | ?
Cn1c(SCc2c(F)cccc2Cl)nnc1-c1cnccn1 | -12.2%[46.1 µM] | 9.4%[38.3 µM] | -6.2% | 2.2% | -5.2% | 2.5% | 0.3%
COc1cc2oc3ccccc3c2cc1N(CC(=O)N(C)C)S(=O)(=O)c1ccc(C)cc1 | ? | 40.9%[activator][38.3 µM] | 6.5% | -14.3% | -5.1% | -0.8% | -4.0%
COc1cc(C(=O)Nc2ccc(S(=O)(=O)NC(C)C)cc2)cc(OC)c1OC | -17.7%[46.1 µM] | 42.4%[activator][38.3 µM] | -0.8% | ? | -0.7% | -2.9% | -3.0%
COC(=O)c1c(-c2c(Cl)cccc2Cl)noc1NC(=O)NN1CCOCC1 | 26.6% | . | 7.0% | . | . | -10.6% | -0.6%
S=C(Nc1ccc(Cl)cc1)Nc1ccc2cn[nH]c2c1 | -3.0% | 2.2% | -2.2% | -5.2%[46 µM] | 3.4% | 1.5% | -9.7%
Cc1ccc(OCC(=O)N/N=C\c2ccc(O)cc2)c([N+](=O)[O-])c1 | 2.6% | -5.1% | -0.9% | ? | 1.1% | 3.9% | -2.2%
